# Rtt109 HAT inh – inhibitors of C. albicans Rtt109/Vps75 HAT, primary screen, biochemical, ThioGlo CoA-SH fluorescence, plate reader | inhibition, % at 34.9 µM | Histone acetyltransferase RTT109 (Candida albicans (strain SC5314 / ATCC MYA-2876)), … | purified Rtt109/Vps75, 4 h | 0.16% of 330,000 active;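 active means inhibition of at least 50% in every replicate; inconclusive means best replicate reaches 50% inhibition but some replicates fall short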
# CAL PDZ FP-1 – untagged CAL PDZ binding inhibitors, primary screen, biochemical, fluorescence polarization, HTS; Golgi-associated PDZ and coiled-coil motif-containing protein (Homo sapiens), Q9HD26; purified CAL PDZ, TMR-peptide fluorescence polarization, 1 h; inhibition, % at 24.9 µM; 0.92% of 300,000 active; AID 602252, 2012;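 active means mean inhibition of at least 30% with at least half of replicates also reaching 30%; inconclusive means no clear call, values can overlap the other calls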;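 further: 0% = DMSO neutral control and 100% = excess unlabeled competitor peptide PRC23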
# Wnt act – Wnt/beta-catenin pathway activators, primary screen, cell-based, plate reader, single point; activation, % at 9.35 µM; Wnt/beta-catenin reporter cell assay, activator; 1.2% of 300,000 active; in the data active means activation above about 30%, passing the limit was not always enough; inconclusive means no clear call, values can overlap the other calls;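 further: 0% = neutral control wells and 100% = positive control wells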
# cardiac RTF act – cardiac RTF calcium sensitivity activators, primary screen, biochemical, IANBD-TnC fluorescence, EC20 calcium. AID 493008, 2010. 0.24% of 340,000 active. IANBD-labeled TnC RTF fluorescence at EC20 calcium; 0% EC20 calcium, 100% full calcium. Troponin I, cardiac muscle (Homo sapiens) + Troponin T, cardiac muscle (Homo sapiens) + …. activation, % at 7.2 µM;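 active means activation above the mean over all tested compounds plus 3 SD, cut at about 30% in these data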;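 further: rise in fluorescence read as greater calcium sensitivity of cardiac thin filaments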
# Tat export inh – E. coli Tat export inhibitors, primary screen, MC4100, TorA-mCherry reporter, fluorescence, single point. inhibition, % at 10 µM. 0.036% of 340,000 active;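 active means mean replicate inhibition at least 50% and at least half of replicates individually reaching 50%; inconclusive means only one of the two criteria met; inactive means neither criterion met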;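 further: exported cargo escapes ClpAP degradation while cytoplasmic cargo is degraded and loses fluorescence; 0% = median of neutral control wells and 100% = median of NaSCN control wells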
# dFosB activator – activators of delta FosB homodimer, primary screen, biochemical, fluorescence polarization, TAMRA-CDK5 oligo, single point. purified delta FosB; percent of positive-control signal above neutral wells. activation, % at 25 µM. 0.99% of 340,000 active. AID 493131, 2011;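 active means mean activation above about 17%, with every replicate also reaching it, limit read from the data, passing the limit was not always enough; inconclusive means only one of the two conditions met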;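 further: fluorescence polarization rise as delta FosB binds a TAMRA Cdk5 AP-1 oligo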
# Target sequence (P13346 whole entry, looked up): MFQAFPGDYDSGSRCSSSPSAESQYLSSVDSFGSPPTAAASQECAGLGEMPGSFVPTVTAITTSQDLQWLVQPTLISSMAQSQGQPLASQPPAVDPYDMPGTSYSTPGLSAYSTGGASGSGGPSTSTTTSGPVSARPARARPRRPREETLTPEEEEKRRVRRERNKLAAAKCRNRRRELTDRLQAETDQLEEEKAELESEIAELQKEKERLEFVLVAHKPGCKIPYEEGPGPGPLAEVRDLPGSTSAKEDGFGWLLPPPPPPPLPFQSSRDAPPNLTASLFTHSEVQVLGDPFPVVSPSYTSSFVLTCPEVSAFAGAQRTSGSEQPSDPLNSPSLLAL
# CDK5 p35 inh – inhibitors of human CDK5/p35 kinase, primary screen, biochemical, single concentration; Cyclin-dependent kinase 5 (Homo sapiens) + Cyclin-dependent kinase 5 activator 1 (Homo …; Recombinant CDK5/p35, ADP-Glo luminescence, 60 min; inhibition, % at 10 µM; 0.01% of 330,000 active; AID 488839, 2010;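 active means highest replicate inhibition of at least 50% and at least 75% of replicates reaching 50%; inconclusive means only one of the two criteria met; inactive means both criteria failed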;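 further: plate controls were DMSO neutral control for no effect and GW8510 at 10 µM for full effect; many of its hits are not listed in these tables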
# Target sequence (Q00535 whole entry, looked up): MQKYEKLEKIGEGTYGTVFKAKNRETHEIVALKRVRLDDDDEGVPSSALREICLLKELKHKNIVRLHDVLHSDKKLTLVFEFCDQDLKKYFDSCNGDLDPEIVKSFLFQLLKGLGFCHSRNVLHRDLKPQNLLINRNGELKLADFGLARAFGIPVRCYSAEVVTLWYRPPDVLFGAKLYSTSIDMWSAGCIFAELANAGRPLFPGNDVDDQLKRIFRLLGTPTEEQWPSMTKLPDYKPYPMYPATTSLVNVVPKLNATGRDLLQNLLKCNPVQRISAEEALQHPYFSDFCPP
# Target sequence (Q15078 whole entry, looked up): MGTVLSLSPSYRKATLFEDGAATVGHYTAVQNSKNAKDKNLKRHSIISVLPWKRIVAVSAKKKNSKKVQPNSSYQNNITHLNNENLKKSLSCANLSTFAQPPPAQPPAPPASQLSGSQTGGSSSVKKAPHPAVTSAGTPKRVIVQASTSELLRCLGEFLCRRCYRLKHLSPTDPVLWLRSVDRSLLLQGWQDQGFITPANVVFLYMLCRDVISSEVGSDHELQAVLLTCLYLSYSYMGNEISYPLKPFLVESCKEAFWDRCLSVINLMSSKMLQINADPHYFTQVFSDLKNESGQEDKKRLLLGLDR
# CAL PDZ FP-2 – CAL PDZ peptide-binding inhibitors, primary screen, biochemical, fluorescence polarization, Cer-tagged CAL PDZ, HTS; Golgi-associated PDZ and coiled-coil motif-containing protein (Homo sapiens), Q9HD26; purified CAL PDZ, TMR-peptide fluorescence polarization, 1 h; inhibition, % at 20 µM; 0.02% of 330,000 active; AID 504414, 2011;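 active means highest replicate inhibition of at least 40%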;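 further: plate controls were DMSO neutral control wells for no effect and unlabeled competitor peptide control wells for full effect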
#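 Test system: purified CerCALP PDZ construct; Compound dosing: one concentration, 20 µM compound; Also added: TMR-labelled reporter peptide T*-PRC34 bound in PDZ groove; Read-out: inhibition from polarization loss; Controls: unlabelled peptide and DMSO controls; Signal: FP readout, S and P plane fluorescence; Incubation: 1 h at RT.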
# MITF TRPM1 HTS – activators of MITF-driven TRPM1 promoter reporter, primary screen, cell-based, SK-MEL-5, luciferase, single point | activation, % at 12.5 µM | 0.75% of 300,000 active | SK-MEL-5 TRPM1-promoter luciferase, 24 h; % of positive control, neutral wells = 0;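 active means mean activation of at least 80% with every replicate also reaching 80%; inconclusive means mean reaches 80% but some replicate falls short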;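 further: 0% = neutral control wells and 100% = parthenolide positive control wells; values of inactives mirror those of a sister screen read the other way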
# V-ATPase pH – regulators of yeast V-ATPase proton pumping, primary screen, pHLuorin cytosolic pH fluorescence; 0.37% of 350,000 active; AID 504577, 2011; response, % at 10 µM; S. cerevisiae; in the data active means response mostly above about 7.3%, no sharp cut-off; inactive means mostly below about 5.4%; further: actives read high; inactives centre near 0; some compounds called inactive have numbers as strong as hits
# * = called active by the depositor; ? = inconclusive; . = no result given.
cardiac RTF act,MITF TRPM1 HTS,CAL PDZ FP-1,CAL PDZ FP-2,Wnt act,Tat export inh,CDK5 p35 inh,V-ATPase pH,Rtt109 HAT inh,dFosB activator,structure
1,-1,-6,-1.8,-2,-7,1.8,-1,-10,-1,COc1ccccc1C(=O)N/C(=C\c1cn(C)c2ccccc12)C(=O)N1CCOCC1
-4,16,-4,1.1,-4,-3,1.1,-2,-10,-6,NC(=O)CC(NC(=O)Cc1ccc(Br)cc1)c1ccc(N2CCCCCCC2)c([N+](=O)[O-])c1 (stereo unspecified)
2,-2,-7,-8.3,.,-3,-0.1,-9,-5,-15,COc1cccc(N2C(=O)C(CC(=O)Nc3ccc(F)cc3)N(C3CCCCC3)C2=O)c1 (stereo unspecified)
0,62,-1,-0.3,0,0,-1.1,-2,-25,-11,O=C1N(Cc2ccc(F)cc2)CCN1c1ccc(F)cc1
111*,55,-1,-2.3,?,-2,0.2,0,1,-8,CCN(CC)c1ccc(/C=C(/C#N)C(=O)NCc2ccccc2)o1
3,4,.,-1.8,-3,4,0.5,1,13,?,COc1ccc2nc(C)cc(Nc3ccccc3O)c2c1
-4,10,0,-1.9,4,1,-0.2,0,-3,9,CC1(NC(=O)NCc2ccccc2)CCS(=O)(=O)C1 (stereo unspecified)
3,-2,8,-0.9,.,3,-1.8,0,-1,4,O=C(COc1ccc(Br)cc1)Nc1ccncc1
-1,0,-5,0.0,1,-10,0.6,-5,-1,0,Cc1cc(C)n2nc(SC(C)C(=O)N3CCCC3)nc2n1 (stereo unspecified)
1,-8,-2,-1.0,3,-18,-0.2,2,-5,5,CS(=O)(=O)c1ccccc1-c1nnc(NC(=O)c2ccc(S(=O)(=O)N3CCCC3)cc2)o1
4,-2,5,-0.5,.,-8,0.0,0,6,-7,Cc1cc(=O)n2nc(N3CCCC3C(=O)NCc3ccccn3)sc2n1 (stereo unspecified)
10,-6,-5,-1.8,0,5,-0.9,6,-7,-3,O=C1ON=C(c2ccccc2)/C1=C/c1cccnc1
-1,17,1,1.1,-1,2,0.7,0,8,2,C=CCCC(=O)N1C[C@H]2CON(C)[C@H]2C[C@H]1c1cccc(Nc2ccccc2)c1
-5,0,7,-2.3,1,1,0.6,-2,-6,37*,Cc1cc2oc(C(=O)Nc3ccc(S(=O)(=O)Nc4nccs4)cc3)cc(=O)c2cc1Cl
6,-4,2,-0.6,-1,13,-0.8,-3,13,-3,Cc1cccc([C@@H]2[C@@H]3C(=O)N(Cc4ccccc4)C(=O)[C@@H]3[C@]3(CC(C)C)C(=O)N(c4cccc(F)c4)C(=O)N23)c1
-4,-1,.,-1.4,.,-13,-1.5,4,0,-18,COC(=O)COc1ccc2c(-c3ccc(OC)cc3)cc(=O)oc2c1
-4,-6,-6,-1.9,-1,0,1.1,-3,25,-16,CCc1ccc(CN2CCC(n3nccc3NC(=O)c3ccccc3C)CC2)cc1
4,.,.,0.1,6,0,-0.1,-1,1,-11,COc1ccc(C2c3[nH]c4ccccc4c3CCN2Cc2ccoc2)c(F)c1 (stereo unspecified)
-7,6,-5,-0.5,-3,-4,-0.5,-2,-8,-12,COc1ccc(CCN2CC(C(=O)N(C)CC(=O)Nc3ccc(Cl)c(C(F)(F)F)c3)CC2=O)cc1OC (stereo unspecified)
2,-7,-5,-2.5,-2,0,-0.1,-3,-1,-3,CC(=O)Nc1ccc(NC(=O)CSc2nccn2Cc2ccc(Cl)cc2)cc1
4,1,-6,.,-3,-7,-0.6,-2,-9,-1,COc1ccccc1NS(=O)(=O)c1ccc(OC)c(OC)c1
-2,.,0,-1.8,.,-1,-2.0,1,.,0,Cc1ccc(C(=O)N(CC(=O)NC2CCCC2)Cc2cccs2)s1
-2,-5,-7,-0.1,1,-7,-0.5,3,-1,-1,O=C1CSc2ccccc2N1Cc1ccc(F)cc1
-2,-18,-3,0.2,-3,8,-0.3,0,5,-5,CC1CCCC(C)N1C(=O)COC(=O)CCC(=O)c1ccc(F)cc1 (stereo unspecified)
1,2,-5,-0.2,0,-3,0.1,-2,0,-4,COc1cccc(/C=C2\N=C(C3CCCCC3)OC2=O)c1OC
-3,3,-2,0.7,-1,-17,0.4,14*,-2,-5,COC(=O)C(O)(NC(=O)NC(C)=O)C(F)(F)F (stereo unspecified)
0,-2,-2,-0.7,-4,1,1.5,2,-3,-4,CC1(C)Oc2c(ccc(O)c2CN2CCOCC2)C2=C1CCCC2
2,-2,-1,-0.6,-2,5,0.3,-1,5,-2,CC(=O)NC(C)c1nc2ccccc2n1Cc1ccccc1F (stereo unspecified)
-7,-14,-5,-0.2,-1,4,3.1,3,-2,-21,CN(C(=O)c1cccc(NC(=O)Cc2ccc(NC(=O)C3CCCN(C(=O)C4CCCC4)C3)cc2)c1)C1CCCCC1 (stereo unspecified)
1,-2,-4,.,0,14,-0.4,4,-6,5,COc1ccc(NC(=O)NCc2ccccn2)cc1
-9,0,3,-0.7,0,9,-0.2,2,17,-6,COC(=O)c1ccc(C)c(NC(=O)CN(c2ccc3c(c2)OCO3)S(C)(=O)=O)c1
5,-6,1,-0.8,-5,-13,0.9,-1,9,1,CCOc1ccc(NC(=O)CC(Cc2ccc(Cl)cc2)C(=O)O)cc1 (stereo unspecified)
-1,0,-1,-1.7,0,7,0.9,1,10,-3,CCN1CCN(c2cc(C)c3cc(NC(=S)N4CCN(c5ccccc5F)CC4)ccc3n2)CC1
-7,-2,-4,-0.3,0,-5,-0.5,-3,1,7,CC(=O)OC1C(OC(C)=O)N(C(C)=O)C(=O)N1C(C)=O (stereo unspecified)
3,9,.,-0.8,.,19,-0.6,-2,7,-8,O=C(c1ccccc1OCc1ccccc1Br)N1CCN(c2ncccn2)CC1
-7,1,-2,0.6,0,8,0.3,-1,5,-6,COc1ccc(-n2nc(C(=O)NCC(=O)NCCN(C)C)c3ccccc3c2=O)c(OC)c1
-1,33,-2,-0.7,51*,4,-0.4,-2,0,2,COc1ccc2c(c1)Cc1sc(NC(=O)c3ccccc3)nc1-2
-4,-1,-1,0.4,0,-8,-0.5,-2,-4,-6,CCOC(=O)C1(C)Oc2ccccc2C(c2ccc(OC)cc2)=C1C(=O)OC (stereo unspecified)
-3,-9,-4,-1.2,3,-3,1.1,3,-3,-9,COC(=O)Cn1c2ccc(C)cc2c2nc3ccccc3nc21
-2,0,2,-0.5,-7,-1,0.3,-2,-4,-8,COc1cc(CN2CCNC(=O)C2CC(=O)NCCc2ncccc2C)cc(OC)c1 (stereo unspecified)
-11,12,-6,1.4,-1,5,-0.1,-1,-5,-4,COC(=O)[C@H](CC(C)C)NC(=O)Cn1cnc2c(OCc3ccccc3)ncnc21
6,-5,0,-0.7,0,-3,2.5,4,6,-3,CCc1ccccc1Nc1nc2ccccc2n1CC
4,.,-9,-1.3,-5,-1,0.0,3,0,1,O=C(NC1CCCC1)C1CCN(C(=O)c2ccc(Cl)cc2Cl)CC1
3,.,.,-0.6,4,-12,0.1,0,-9,0,CC1(C)Cc2c(c(=S)nc(-c3ccccc3)n2Cc2cccnc2)CO1
5,-4,-3,-1.7,18,6,-0.5,-3,4,6,O=S(=O)(c1cccc(-c2nnc3n2CCCCC3)c1)N1CCOCC1

# Of the compounds above, 2 have a furan ring, fused or not.
cardiac RTF act,MITF TRPM1 HTS,CAL PDZ FP-1,CAL PDZ FP-2,Wnt act,Tat export inh,CDK5 p35 inh,V-ATPase pH,Rtt109 HAT inh,dFosB activator,structure
111*,55,-1,-2.3,?,-2,0.2,0,1,-8,CCN(CC)c1ccc(/C=C(/C#N)C(=O)NCc2ccccc2)o1
4,.,.,0.1,6,0,-0.1,-1,1,-11,COc1ccc(C2c3[nH]c4ccccc4c3CCN2Cc2ccoc2)c(F)c1 (stereo unspecified)

# Going on with the list.
cardiac RTF act,MITF TRPM1 HTS,CAL PDZ FP-1,CAL PDZ FP-2,Wnt act,Tat export inh,CDK5 p35 inh,V-ATPase pH,Rtt109 HAT inh,dFosB activator,structure
-5,-11,0,-0.7,.,0,-0.3,4,4,-2,Cc1nc2nc(C)c(CCC(=O)N3CCc4ccccc43)c(C)n2n1
5,6,-7,-1.7,-4,1,0.8,-1,-1,0,CCn1c(=O)cc(N2CCOCC2)[nH]c1=O
0,20,3,-0.8,1,10,-0.1,1,-3,3,Cc1ccc(Nc2ccc(C(=O)NCCc3ccccc3)cn2)cc1
6,0,-2,-0.4,2,3,-1.6,0,-3,-1,Cc1cc(=O)[nH]c(N/N=C/c2sccc2C)n1
-2,1,-1,0.6,0,2,-2.0,5,4,4,O=C(O)c1ccccc1S(=O)(=O)CC(=O)N1CCCCC1
9,17,-1,-1.7,7,-8,-2.0,-2,-9,-2,O=C(N/N=C/c1ccc(N2CCOCC2)s1)c1ccccc1Cl
1,20,-7,0.6,1,-7,1.6,-2,.,-1,Cc1ccc(/C=C/C(=O)Nc2ccc(S(=O)(=O)Nc3ncccn3)cc2)cc1
4,-7,.,-2.0,.,-8,-1.3,-4,-19,0,Cc1ccc(C(=O)O)cc1S(=O)(=O)N1CCOCC1
4,-8,9,0.0,-2,1,0.8,4,2,-10,COc1ccc(/C=C2\SC(=S)N(CC(=O)OCC(=O)Nc3ccc([N+](=O)[O-])cc3OC)C2=O)cc1
-1,.,.,0.2,-7,-6,-2.9,5,5,-9,C=CCO/N=C(\C)c1c(O)c(C)c(-c2ccccc2)n(-c2ccccc2)c1=O
-3,5,-4,-4.6,0,4,1.2,1,2,-4,Cc1cccc(-c2nn(-c3ccccc3)cc2C(=O)Nc2cccc(S(=O)(=O)NC3=NCCC3)c2)c1
8,0,-5,0.0,0,-7,-0.9,1,43,-4,Cc1cc(Cl)cc(Cl)c1OCCN1CCCC1
-2,.,0,.,4,-3,-0.5,3,-3,1,N#Cc1c(/N=C/c2cccs2)sc2c1CCC2
2,-1,2,-0.6,.,0,2.2,-1,-5,7,CC(C)(C)OC(=O)N1CCC(C(=O)N[C@H](Cc2ccccc2)C(=O)O)CC1
-3,0,-2,-1.0,-3,9,-24,1,3,-4,CC(C)CN(C(=O)COC(=O)CNC(=O)c1ccccc1F)c1c(N)n(Cc2ccccc2)c(=O)[nH]c1=O
1,.,1,-0.3,-3,-5,0.8,-2,3,-4,COc1cc2c(=O)n(Cc3ccccc3)c(=O)n(CC(=O)NCC3CCCO3)c2cc1OC (stereo unspecified)

# Rows were taken by chance, and some 4.1% of all compounds hit somewhere here.
